Compound activity: PubChem, several laboratories
AI-2 QS mod: Vibrio harveyi AI-2 quorum sensing modulators, primary screen, JMH597 strain, luminescence/OD600 ratio | Vibrio harveyi JMH597 AI-2 luminescence/OD600 ratio, 9 h; active compounds read low; strain lacks LuxN and CqsS sensors; 0 = neutral-control median | activity change, % at 7.5 µM | actives 0.4% (n = 300,000) | AID 2094, 2009; in the data active = activity change below about -75%, passing the limit was not always enough; inconclusive = no clear call, values can overlap the other calls;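 note: luminescence divided by OD600 gain over 9 h not by final OD600 alone; inactives centre near 13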
Dyrk1A ADPGlo: rat Dyrk1A kinase inhibitors, primary screen, biochemical, single point, plate reader | ADP-Glo luminescence, NFATc1 peptide | actives 0.43% (n = 310,000) | inhibition, % at 12.5 µM | Dual specificity tyrosine-phosphorylation-regulated kinase 1A (Rattus norvegicus), Q63470; in the data active = inhibition above about 50%;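 note: plate controls were vehicle with enzyme for no effect and no enzyme for full effect; many of its hits are not listed in these tables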
PolyA inh: polyadenylation inhibitors in yeast reporter cells, primary screen, luminescence, S. cerevisiae; actives 0.02% (n = 300,000); calls only at 12 µM; S. cerevisiae SKY197-pL101 polyadenylation reporter, beta-gal luminescence; efflux-impaired pdr1/pdr3 knockout yeast; score 100 = 6 SD above DMSO;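 active = lowest replicate activity score at least 50, where 100 means six control SD above control mean; inconclusive = lowest score under 50 but half or more replicates reach 50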;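 note: yeast exposed to compound for 9 h at 30 °C; higher score means more reporter readthrough which indicates perturbed polyadenylation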
HSF1 inhib: HSF1 inhibitors in luciferase reporter cells, primary screen, cell-based, NIH3T3, luminescence; AID 2098, 2009; actives 0.77% (n = 300,000); NIH3T3-HGL HSE-luciferase, MG132-induced, luminescence 8 h; active compounds read low; activity change, negative = inhibition, % at 7.5 µM (by protocol);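 active = more than half of replicate wells show activity change below -50%, luminescence cut by over half; inconclusive = some wells, but at most half, below -50%; inactive = no replicate well below -50%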;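 note: luciferase reports HSF-1 transcriptional activity via heat shock element; 0% = median of DMSO wells and -100% = zero luminescence signal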
HSP90 inh: HSP90 inhibitors, primary screen, cell lysate, luminescence. Heat shock protein HSP 90 (rabbit reticulocyte lysate; luciferase refolding). Rabbit reticulocyte lysate, luciferase refolding luminescence, 3 h. inhibition, % at 5.6 µM. actives 0.91% (n = 290,000). AID 1789, 2009;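 active = inhibition above the screen-wide mean plus 3 SD, computed separately per campaign, cut at about 16% in these data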;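 note: 0% = DMSO wells and 100% = 60 µM geldanamycin wells; inhibitors lower the luminescence because luciferase stays unfolded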
HDAC3 inh: HDAC3 deacetylase inhibitors, primary screen, biochemical, fluorescence, cell-free homogeneous | inhibition, % at 8.3 µM | Histone deacetylase 3 (Homo sapiens), O15379 | recombinant HDAC3, fluorogenic peptide/trypsin coupled | actives 0.15% (n = 320,000); in the data active = inhibition above about 26%, passing the limit was not always enough; inconclusive = no clear call, values can overlap the other calls
Target sequence (O15379 whole entry, looked up): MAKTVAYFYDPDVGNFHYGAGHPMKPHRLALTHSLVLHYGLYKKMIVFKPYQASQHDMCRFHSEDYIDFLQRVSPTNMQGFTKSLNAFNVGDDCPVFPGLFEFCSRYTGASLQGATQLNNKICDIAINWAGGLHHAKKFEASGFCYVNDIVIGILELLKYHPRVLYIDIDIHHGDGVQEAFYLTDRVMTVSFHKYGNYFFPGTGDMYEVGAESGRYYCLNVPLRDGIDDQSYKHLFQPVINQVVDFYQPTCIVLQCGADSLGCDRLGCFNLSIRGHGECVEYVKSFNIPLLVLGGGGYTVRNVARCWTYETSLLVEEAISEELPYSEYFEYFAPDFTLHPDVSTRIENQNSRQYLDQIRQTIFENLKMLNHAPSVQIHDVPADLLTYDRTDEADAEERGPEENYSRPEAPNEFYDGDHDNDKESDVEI
Platelet DG rel: inhibitors of platelet dense granule secretion, primary screen, cell-based, MLPCN, human platelets | human platelet-rich plasma, SFLLRN dense granule ATP release, luminescence | inhibition, %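 (compounds screened at 7.5 µM in platelet-rich plasma)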 | actives 0.22% (n = 300,000);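 active = mean replicate score, as percent of positive control, at or above 50; inconclusive = mean below 50 but at least one replicate at or above 50; inactive = mean and every replicate below 50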
HSF-1 act: HSF-1 activators, primary screen, NIH3T3-HGL cells, MG132 stress, luminescence, single point. NIH3T3-HGL HSF-1 luciferase reporter, 8 h; 100% = twice DMSO control signal. activation, % at 9 µM. actives 1.7% (n = 300,000). AID 504408, 2011;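 active = mean replicate activation of at least 50% with a set share of replicates each reaching 50%; inconclusive = only one of those two conditions met; inactive = mean below 50% and too few replicates reaching it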;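 note: 0% = median of the neutral control wells and 100% = twice that signal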
GSK3beta inhib: human GSK3beta kinase inhibitors, primary screen, biochemical, cell-free homogeneous, HTS; Glycogen synthase kinase-3 beta (Homo sapiens), P49841; GST-GSK3beta kinase, ADP-Glo luminescence, 60 min; active compounds read low; actives 0.038% (n = 300,000); activity score (negative = inhibition), % at 10 µM;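 active = more than half of replicate wells score below -50%, meaning over 50% inhibition versus plate controls; inconclusive = some replicates but at most half score below -50%; inactive = no replicate scores below -50%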;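 note: 0% = median DMSO wells and -100% = median GW8510 positive control wells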
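Assay system: GST-tagged human GSK3beta kinase, cell-free; Input: 1.6 ng GSK3beta; Medium: Tris/MgCl2 kinase buffer; Timing: 60 min enzyme reaction, room temperature; Signal: ADP-Glo luminescence quantifying ADP generated by kinase; Evaluation: score relative to plate controls; Benchmarks: DMSO neutral wells and GW8510 at 20 µM as positive.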
GSK3 alpha inh: blockers of GSK3A enzyme activity – biochemical, luminescence, cell-free homogeneous, HTS, primary screen. GSK-3 alpha kinase, ADP-Glo luminescence, 60 min. inhibition, % at 10 µM. actives 0.1% (n = 320,000). AID 2650, 2010;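 in the data active = inhibition above about 50%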;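 note: GST-tagged GSK-3 alpha with peptide substrate and 25 µM ATP; 0% = DMSO neutral wells and 100% = GW8510 positive control wells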
Target sequence (P49840 whole entry, looked up): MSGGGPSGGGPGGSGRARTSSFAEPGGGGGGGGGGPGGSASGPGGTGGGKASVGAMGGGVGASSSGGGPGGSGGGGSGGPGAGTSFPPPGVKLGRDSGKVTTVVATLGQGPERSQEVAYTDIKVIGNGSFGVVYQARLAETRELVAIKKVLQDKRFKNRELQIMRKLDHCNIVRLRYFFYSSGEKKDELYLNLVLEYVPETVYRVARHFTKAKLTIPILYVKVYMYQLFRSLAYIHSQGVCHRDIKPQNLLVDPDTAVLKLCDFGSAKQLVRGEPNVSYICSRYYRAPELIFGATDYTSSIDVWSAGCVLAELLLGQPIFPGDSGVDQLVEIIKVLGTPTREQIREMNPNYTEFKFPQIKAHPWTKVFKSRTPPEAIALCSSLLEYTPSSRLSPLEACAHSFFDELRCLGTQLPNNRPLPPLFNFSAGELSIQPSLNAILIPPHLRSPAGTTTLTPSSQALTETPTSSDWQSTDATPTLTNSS
The depositor's hits bear a star; i = inactive; ? = inconclusive; . = no result given. A portion of the library (hit frequency here may not be typical).

[1] NC(=O)CSc1nc2c(sc(=S)n2-c2ccccc2)c(=O)[nH]1
[2] COc1ccc(-c2cc(C(F)(F)F)c(C#N)c(SCC(=O)Nc3ccccc3C#N)n2)cc1
[3] Cc1cc(Br)ccc1NC(=O)CN(C)C(=O)CSCc1ccccc1
[4] COc1cc(OC)c(OC)cc1/C=N/NC(=O)CSc1ccccc1F
[5] Cc1ccc(-c2cc(C(=O)NCCCn3ccnc3)no2)cc1
[6] COC(=O)c1sc(S(=O)(=O)NCCCN(C)C)c(C(=O)OC)c1C
[7] COc1ccccc1NC(=S)NCCN1CCOCC1
[8] CCCC(=O)NC(=S)Nc1cccc(Cl)c1N1CCCC1

Screen / compound no.,1,2,3,4,5,6,7,8
AI-2 QS mod,8,14,21,13,14,13,7,10
Dyrk1A ADPGlo,2,.,-1,-7,-73,-7,-4,21
PolyA inh,i,i,i,i,i,i,i,i
HSF1 inhib,1,1,6,-2,3,-6,3,-2
HSP90 inh,0,1,.,-3,4,3,-3,0
HDAC3 inh,3,-11,4,2,-5,3,2,1
Platelet DG rel,4,-3,-3,5,7,0,7,1
HSF-1 act,8,-13,13,-7,29,16,18,2
GSK3beta inhib,1,1,-4,-2,-2,1,-3,-11
GSK3 alpha inh,0,0,0,0,-1,-2,1,12

[9] Cc1ccc(NC(=O)C2=C(O)c3ccccc3N(C)S2(=O)=O)cc1
[10] COc1ccc(COC(=O)c2cc([N+](=O)[O-])ccc2N2CCOCC2)cc1F
[11] COc1ccc2cc(C#N)c(Nc3cccc(F)c3)nc2c1
[12] Cc1n[nH]c(C)c1CNCc1c(C(=O)N2CCCCCCC2)nc2ccc(Cl)cn12
[13] Cc1cc(=O)oc2ccc(OCc3ccccc3)cc12
[14] O=C(O)c1cccc(Cn2c(Cl)c(/C=N/NC(=O)c3ccccc3)sc2=O)c1
[15] COc1cc2c(cc1OC)C(c1cccc(Cl)c1)CC(=O)N2 (stereo not drawn)
[16] CCOC(=O)Cc1ccc(NC(=O)c2cccc([N+](=O)[O-])c2)cc1

Screen / compound no.,9,10,11,12,13,14,15,16
AI-2 QS mod,6,13,8,27,22,36,4,24
Dyrk1A ADPGlo,2,6,12,5,6,-28,4,-2
PolyA inh,i,i,i,i,i,i,i,i
HSF1 inhib,-3,-27,-7,11,-2,-6,-2,.
HSP90 inh,3,.,-4,2,3,-1,-1,0
HDAC3 inh,6,2,-2,-1,7,2,-4,-1
Platelet DG rel,1,-16,0,-8,0,-2,4,-5
HSF-1 act,13,-40,-7,14,4,-4,0,.
GSK3beta inhib,-2,5,-3,1,1,4,-3,-3
GSK3 alpha inh,-1,-1,-2,0,2,-2,4,-1

[17] O=C(C1CCCN(S(=O)(=O)c2cccc3nonc23)C1)N1CCN(c2ccccc2Cl)CC1 (stereo not drawn)
[18] O=C(CCCN1CCC(NC(=O)c2ccccc2)CC1)c1ccc(Cl)cc1
[19] CC(C)(C)c1nnc2sc(SCC(=O)c3ccc4c(c3)OCCO4)nn2c1=O
[20] CCNC(=O)c1c(O)c2cccc3c2n(c1=O)CC3
[21] COc1cc(C(=O)NCCOc2ccccc2)c(Br)c(OC)c1OC
[22] COc1ccc(/C=C/C(=O)Nc2cccc(S(=O)(=O)NC3=NCCCCC3)c2)cc1
[23] CC(C)(C)c1ccc(S(=O)(=O)N2CCN(c3ncccn3)CC2)cc1
[24] COCC(=O)N/N=C(\C)CC(=O)NCc1ccco1

Screen / compound no.,17,18,19,20,21,22,23,24
AI-2 QS mod,32,4,27,15,-3,26,16,22
Dyrk1A ADPGlo,-4,-6,.,10,1,13,-1,-3
PolyA inh,i,i,i,i,i,i,i,i
HSF1 inhib,7,-7,4,1,-2,13,3,-8
HSP90 inh,6,-1,-2,0,2,-4,-1,-1
HDAC3 inh,.,-6,.,-7,?,.,2,7
Platelet DG rel,-5,0,-3,-3,0,-3,-6,2
HSF-1 act,13,-6,-12,14,4,17,-10,-5
GSK3beta inhib,-2,0,-3,-2,0,-2,1,5
GSK3 alpha inh,.,-2,.,-5,-7,-4,-3,-4

Taken from the listing, 2 compounds:
[23] CC(C)(C)c1ccc(S(=O)(=O)N2CCN(c3ncccn3)CC2)cc1
[24] COCC(=O)N/N=C(\C)CC(=O)NCc1ccco1

Screen / compound no.,23,24
AI-2 QS mod,16,22
Dyrk1A ADPGlo,-1,-3
PolyA inh,i,i
HSF1 inhib,3,-8
HSP90 inh,-1,-1
HDAC3 inh,2,7
Platelet DG rel,-6,2
HSF-1 act,-10,-5
GSK3beta inhib,1,5
GSK3 alpha inh,-3,-4

Continued:
[25] N#Cc1c(-c2ccccc2)nc(SCc2ccc(Cl)cc2)[nH]c1=O
[26] Cc1ccc(NC(=O)c2ccc(Cl)c(N3C(=O)C=CC3=O)c2)cc1
[27] CCOC(=O)C1=C(C)Nc2nc(C)nn2C1c1ccc(OCC)c(OC)c1 (stereo not drawn)
[28] CCOc1ccc(Cl)cc1S(=O)(=O)N1CCC(C(=O)N2CCCC2)CC1
[29] COc1ccc(NC(=O)c2oc3ccccc3c2CSC)cn1
[30] CC1(C(=O)NCC2CC2)C=CC2(CCCCC2)N1C(=O)c1ccccc1 (stereo not drawn)
[31] Cc1ccc(NC(=O)CSc2nnc(Cc3cccn3C)n2-c2ccc(F)cc2)cc1
[32] Clc1ccc(C2NCCc3sccc32)cc1 (stereo not drawn)

Screen / compound no.,25,26,27,28,29,30,31,32
AI-2 QS mod,6,65,-6,20,3,5,37,11
Dyrk1A ADPGlo,1,5,-4,4,0,15,-2,-1
PolyA inh,i,i,i,i,i,i,i,i
HSF1 inhib,-1,14,0,-6,11,13,1,-6
HSP90 inh,2,-2,9,-5,1,-7,0,1
HDAC3 inh,0,18,-4,1,.,3,6,-3
Platelet DG rel,2,17,-1,11,-3,-11,-1,11
HSF-1 act,6,14,-11,-6,5,15,3,-2
GSK3beta inhib,0,-3,-4,1,0,1,-1,1
GSK3 alpha inh,-2,-2,0,2,.,2,0,.

[33] COc1ccc(N2C(=O)CC(C#N)=C2N)cc1
[34] CC(C)c1ccc(OCc2nc(-c3ccccn3)no2)c(Br)c1
[35] CCN(Cc1ccccc1)S(=O)(=O)c1c(C)n(C)c(=O)n(C)c1=O
[36] O=c1ncn(-c2ccc(F)cc2)c2ncccc12
[37] CCOc1ccc(-c2nc(C)c(C(C)=O)n2O)cc1
[38] Cc1cc(=O)[nH]c(Nc2ccc(Cl)cc2)n1
[39] CCOc1ccc(-c2nnc3n2N=C(c2ccc(OC)cc2)CS3)cc1
[40] CC1CCCCC1n1c(=S)[nH]c2ccccc2c1=O (stereo not drawn)

Screen / compound no.,33,34,35,36,37,38,39,40
AI-2 QS mod,9,19,24,19,8,-47,-4,11
Dyrk1A ADPGlo,-1,1,0,-7,3,14,-3,-9
PolyA inh,i,i,i,i,i,i,i,i
HSF1 inhib,-5,9,0,-5,9,-2,-9,20
HSP90 inh,2,-3,.,-8,2,-6,-1,1
HDAC3 inh,-13,2,-2,-5,6,-1,-9,9
Platelet DG rel,-1,3,-6,-1,7,-11,1,-4
HSF-1 act,-10,40,20,-2,9,6,-15,25
GSK3beta inhib,-6,2,0,-1,-3,4,4,2
GSK3 alpha inh,5,1,-1,-1,-2,-1,0,1

[41] NC(=S)N/N=C/c1ccc(-c2ccc([N+](=O)[O-])cc2)o1
[42] CCNC(=S)N/N=C(\C)c1ccc(N2CCOCC2)cc1
[43] c1ccc(CN2CCN(Cc3cn4cccnc4n3)CC2)cc1
[44] CC1=CC(c2ccccc2)=Nc2ccc(C)cc2N1
[45] Cc1cc[n+](-c2[nH]c(=O)sc2/C=N/N=C(\[O-])c2ccncc2)cc1C
[46] CC1CCc2c(sc(NC(=O)Cn3nc(C(=O)O)c4ccccc4c3=O)c2C#N)C1 (stereo not drawn)
[47] COc1ccnc(NCc2ccc(Cl)cc2)c1C#N
[48] CCOC(=O)C1CCN(C(=O)Nc2ccc3nc(-c4ccco4)c(-c4ccco4)nc3c2)CC1

Screen / compound no.,41,42,43,44,45,46,47,48
AI-2 QS mod,16,11,11,11,57,1,29,37
Dyrk1A ADPGlo,-1,-3,2,7,0,-6,-4,9
PolyA inh,i,i,i,i,i,i,i,i
HSF1 inhib,11,-6,-2,4,-1,5,19,.
HSP90 inh,13,-4,1,4,1,0,-2,0
HDAC3 inh,4,3,-6,3,12,-2,2,8
Platelet DG rel,5,-7,9,3,-20,0,9,-11
HSF-1 act,14,-26,8,38,8,21,18,.
GSK3beta inhib,-4,2,-2,-2,2,3,-3,0
GSK3 alpha inh,1,-1,-1,3,5,-3,3,-2

Single records, from the list above. Order of values: AI-2 QS mod, Dyrk1A ADPGlo, PolyA inh, HSF1 inhib, HSP90 inh, HDAC3 inh, Platelet DG rel, HSF-1 act, GSK3beta inhib, GSK3 alpha inh
CCOC(=O)C1CCN(C(=O)Nc2ccc3nc(-c4ccco4)c(-c4ccco4)nc3c2)CC1 as listed: 37, 9, i, ., 0, 8, -11, ., 0, -2
CCOC(=O)C1=C(C)Nc2nc(C)nn2C1c1ccc(OCC)c(OC)c1 (stereo not drawn) as listed: -6, -4, i, 0, 9, -4, -1, -11, -4, 0
